# From PubChem
# PREPL inh = PREPL enzyme inhibitors, primary screen, biochemical, fluorescence polarization; recombinant PREPL, fluorescence polarization activity-based probe; 320,000 tested, 0.68% active; Prolyl endopeptidase-like (Homo sapiens), Q4J6C6; AID 2751, 2010; inhibition, % at 5.96 µM; in the data active = inhibition above about 43%;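 also: 0% = enzyme with DMSO and 100% = wells lacking enzyme; many of its hits are not listed in these tables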
# pPAFAH FP inh = pPAFAH enzyme inhibitors, primary screen, biochemical, fluorescence polarization, human | 330,000 tested, 1.5% active | inhibition, % at 3.39 µM | Platelet-activating factor acetylhydrolase (Homo sapiens), Q13093 | recombinant pPAFAH, FP-rhodamine probe fluorescence polarization;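 active = inhibition above the mean inhibition across the screen plus 3 SD, cut at about 25% in these data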;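 also: inhibitors block binding of the rhodamine activity-based probe so polarization drops; 0% = enzyme with DMSO and 100% = wells lacking pPAFAH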
# Target sequence (Q13093 whole entry, looked up): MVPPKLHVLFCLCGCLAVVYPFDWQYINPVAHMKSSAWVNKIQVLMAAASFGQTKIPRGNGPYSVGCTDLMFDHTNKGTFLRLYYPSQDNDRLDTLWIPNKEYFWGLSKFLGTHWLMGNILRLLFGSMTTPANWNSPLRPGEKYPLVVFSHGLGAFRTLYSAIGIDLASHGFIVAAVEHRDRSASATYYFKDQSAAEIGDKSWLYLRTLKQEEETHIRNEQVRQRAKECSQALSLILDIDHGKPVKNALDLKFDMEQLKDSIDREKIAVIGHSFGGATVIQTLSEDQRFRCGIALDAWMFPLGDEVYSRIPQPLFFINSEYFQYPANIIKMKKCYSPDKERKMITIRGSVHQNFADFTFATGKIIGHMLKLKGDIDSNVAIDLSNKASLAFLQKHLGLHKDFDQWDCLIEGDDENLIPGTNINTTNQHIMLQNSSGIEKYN
# PME-1 inh = PME-1 inhibitors via competitive probe labeling, primary screen, biochemical, fluorescence polarization, FP-Rh probe, HTS | Protein phosphatase methylesterase 1 (Homo sapiens), Q9Y570 | recombinant PME-1 | inhibition, % at 5.9 µM | 320,000 tested, 0.53% active | AID 2130, 2009;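 active = inhibition above the campaign mean of all compounds plus 3 SD, cut at about 26% in these data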;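 also: competitive labeling of PME-1 active site by serine hydrolase directed probe; 0% = PME-1 with DMSO and 100% = wells lacking PME-1 enzyme; inhibitors block probe labeling so polarization falls and inhibition rises; many of its hits are not listed in these tables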
# Target sequence (Q9Y570 whole entry, looked up): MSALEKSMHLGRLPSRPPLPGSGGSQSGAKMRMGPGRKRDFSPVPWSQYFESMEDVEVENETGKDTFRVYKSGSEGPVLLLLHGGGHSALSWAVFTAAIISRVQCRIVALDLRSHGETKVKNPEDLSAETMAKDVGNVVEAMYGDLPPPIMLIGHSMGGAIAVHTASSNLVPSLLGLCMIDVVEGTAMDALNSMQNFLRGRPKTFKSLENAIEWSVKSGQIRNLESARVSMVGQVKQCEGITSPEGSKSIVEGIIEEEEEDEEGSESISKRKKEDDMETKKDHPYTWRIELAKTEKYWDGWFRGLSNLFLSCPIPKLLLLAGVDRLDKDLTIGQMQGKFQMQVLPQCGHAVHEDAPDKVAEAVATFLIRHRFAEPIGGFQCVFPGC
# GSTO1 inh = inhibitors of recombinant GSTO1, primary screen, counter-screen for RBBP9 inhibitor project, biochemical, fluorescence polarization | Glutathione S-transferase omega-1 (Homo sapiens), P78417 | activity-based probe fluorescence polarization | inhibition, % at 5.96 µM | 300,000 tested, 1.1% active;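 active = inhibition above the campaign mean inhibition plus 3 SD, cut at about 35% in these data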;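 also: 0% = GSTO1-1 with DMSO and 100% = wells lacking GSTO1-1 enzyme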
# Target sequence (P78417 whole entry, looked up): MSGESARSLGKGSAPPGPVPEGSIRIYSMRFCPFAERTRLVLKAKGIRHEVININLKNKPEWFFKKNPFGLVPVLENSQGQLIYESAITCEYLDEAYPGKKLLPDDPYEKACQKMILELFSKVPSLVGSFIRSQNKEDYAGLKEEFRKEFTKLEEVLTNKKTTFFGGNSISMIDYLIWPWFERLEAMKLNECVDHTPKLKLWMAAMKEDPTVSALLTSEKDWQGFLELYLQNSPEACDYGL
# PAD4 FP inh = human PAD4 inhibitors, primary screen, biochemical, fluorescence polarization, 1536-well format | inhibition, % at 6.36 µM | Protein-arginine deiminase type-4 (Homo sapiens), Q9UM07 | recombinant PAD4, RCA probe fluorescence polarization | AID 485272, 2010 | 330,000 tested, 0.41% active;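 active = percent inhibition above a cutoff equal to the mean of all tested compounds plus 3 SD, cut at about 15% in these data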;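 also: 0% = PAD4 with RCA probe and DMSO and 100% = probe without PAD4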
# PAFAH1B3 FP inh = PAFAH1B3 enzyme inhibitors, primary screen, biochemical, fluorescence polarization, human; Platelet-activating factor acetylhydrolase IB subunit alpha1 (Homo sapiens), Q15102; recombinant PAFAH1B3, FP-rhodamine probe; inhibition, % at 3.39 µM; 340,000 tested, 0.28% active;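 active = inhibition above the screen-wide average of all tested compounds plus 3 SD, cut at about 25% in these data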;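 also: 0% = enzyme with DMSO only and 100% = wells lacking PAFAH1B3 protein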
# PAFAH1B2 inh = PAFAH1B2 enzyme inhibitors, primary screen, biochemical, fluorescence polarization, human; recombinant PAFAH1B2, FP-rhodamine activity probe; inhibition, % at 3.39 µM; Platelet-activating factor acetylhydrolase IB subunit alpha2 (Homo sapiens), P68402; 340,000 tested, 1.2% active; AID 492953, 2010;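 active = inhibition above the mean of all tested compounds plus 3 SD, cut at about 24% in these data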;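 also: 0% = enzyme with DMSO and 100% = wells lacking PAFAH1B2; many of its hits are not listed in these tables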
# LYPLA1 counter = LYPLA1 inhibitors, primary screen, counter-screen for PME1 inhibitor project, biochemical, fluorescence polarization, FP-Rh probe ABPP; Acyl-protein thioesterase 1 (Homo sapiens), O75608; recombinant LYPLA1; inhibition, % at 5.9 µM; 320,000 tested, 0.16% active; AID 2174, 2009;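 active = inhibition above the mean of all tested compounds plus 3 SD, set per campaign, cut at about 14% in these data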;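 also: inhibitors block serine hydrolase probe labeling of LYPLA1 so polarization falls; 0% = enzyme with DMSO and 100% = wells lacking LYPLA1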
# LYPLA2 inh = LYPLA2 inhibitors, primary screen, counter-screen for PME1 inhibitor project, biochemical, fluorescence polarization, FP-Rh probe ABPP; recombinant LYPLA2; Acyl-protein thioesterase 2 (Homo sapiens), O95372; 320,000 tested, 0.38% active; inhibition, % at 5.9 µM; AID 2177, 2009;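 active = inhibition above the screen-wide mean plus 3 SD, limit set per campaign, cut at about 26% in these data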;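 also: 0% = LYPLA2 with DMSO and 100% = wells lacking LYPLA2 enzyme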
# * hit, by the source's call; · = no result given.
SMILES,PREPL inh,pPAFAH FP inh,PME-1 inh,GSTO1 inh,PAD4 FP inh,PAFAH1B3 FP inh,PAFAH1B2 inh,LYPLA1 counter,LYPLA2 inh
CCOc1ccc2c(c1)C(c1ccc(C)cc1)=NNC(c1ccc(C)cc1)=N2,-12,1,4,0,-3,0,-2,-3,-1
CCC(Sc1nc(N)cc(=O)[nH]1)C(=O)NC(C(=O)OC)c1ccccc1 (configuration not stated),-3,1,-7,-9,-3,·,·,0,6
COc1ccc(Cl)cc1NC(=O)CN(C)C(=O)Cn1cnc2c1c(=O)n(C)c(=O)n2C,3,7,-2,9,-3,8,0,-1,3
CCCn1nc(NC(=O)CC(C)C)c2cc3cccc(C)c3nc21,-5,2,-5,4,0,10,-1,2,0
CC(Sc1nnnn1C)C(=O)Nc1ncc(Cl)cc1Cl (configuration not stated),6,1,-1,·,3,2,1,2,2
c1ccc(N2CCN(Cc3nc4ccccc4[nH]3)CC2)nc1,12,9,1,-3,0,8,-1,-2,3
CCOC(=O)C1CCN(S(=O)(=O)c2cccc3nonc23)CC1,4,3,7,3,-3,2,6,3,1
CC1(C)CC(=O)C(C=NCCN2CCN(C(=S)Nc3ccc(F)cc3)CC2)=C(O)C1,12,-3,-1,1,-4,5,8,0,4
COc1ccc(CCNC(=O)CS(=O)(=O)c2cn(CC(=O)N3CCCC3)c3ccccc23)cc1OC,5,-2,6,7,3,7,2,0,2
Cc1ccnc(SCC(=O)n2c3c(c4ccccc42)CC(C)CC3)n1 (configuration not stated),0,-4,-8,8,4,0,3,-7,-13
CCCOC(=O)CCNc1n[nH]c(=O)[nH]c1=O,15,6,-2,11,-2,-4,1,-3,3
COC(=O)c1ccc(C(=O)NC2CCSc3ccccc32)cc1 (configuration not stated),-4,2,-4,-8,0,-2,-2,-1,0
Cc1ccc(Cc2c(C)nc3nc(SCC(=O)NCCCN4CCCC4)nn3c2C)cc1,-19,0,-2,6,-5,11,4,-2,-8
COc1ccc(N2C(=O)[C@H]3CCC=C[C@H]3[C@@H]2c2ccccc2Br)cc1,·,9,·,·,-4,5,2,·,·
CC#CC(=O)NCC1(N(C)Cc2ccccc2)Cc2ccccc2C1,4,3,3,8,0,1,2,3,2
CC(O)c1nc2ccccc2n1C/C=C/c1ccccc1 (configuration not stated),2,-1,-3,9,2,4,1,0,4
CCOC(=O)c1c(NC(=O)COC(=O)c2cnc(C)cn2)sc(C(=O)N(C)C)c1C,2,4,-3,-3,0,1,1,1,3
COCC(=O)NCc1nc2ccccc2n1Cc1ccccc1F,-1,-2,0,4,-3,-5,0,-1,-3
COc1cccc(OCc2nc3ccccc3c(=O)n2N)c1,6,6,4,4,-3,4,3,1,4
O=C(OCc1ccc([N+](=O)[O-])cc1)C1CC(=O)N(Cc2ccccc2)C1 (configuration not stated),9,4,·,·,-1,7,6,·,·
CCCS(=O)(=O)N1CCCC(C(=O)N2CCN(C(=O)OCC)CC2)C1 (configuration not stated),6,8,0,-3,-5,-2,5,-1,-2
Cc1ccc(C(=O)/C=C/Nc2ccccc2C(N)=O)o1,1,4,3,-4,2,-2,3,-5,-2
Cc1nc(S/C(=C\c2ccc(OCc3ccccc3Cl)cc2)C(=O)O)n[nH]1,10,19,0,-4,1,7,17,-1,4
Cc1cccc(NC(=O)CC2C(=O)NC3CCCCC3N2C(=O)c2ccccc2Cl)c1 (configuration not stated),0,4,1,0,-2,5,-2,-3,3
CCOc1ccc(C(=O)COC(=O)c2ccc(-n3cnnn3)cc2)cc1,4,1,-3,1,-4,4,1,2,10
CCC(=O)N(CCc1ccccc1)Cc1cc2cc(OC)ccc2[nH]c1=O,-1,5,2,3,0,-5,7,3,1
COc1ccccc1C(CNC(=O)CNC(=O)c1ccc(C)c(C)c1)N1CCCC1 (configuration not stated),20,-1,2,·,2,9,0,3,4
COc1ccc(S(=O)(=O)NCc2ccc(C(=O)N3CCc4ccccc4C3)cc2)cc1,9,5,3,8,-2,1,4,4,48*
O=c1[nH]c(C2CCN(S(=O)(=O)c3ccc4c(c3)OCCO4)CC2)nc2c1nnn2Cc1c(F)cccc1Cl,-5,1,16,-6,-3,-10,-1,-15,-19
O=C(/C=C/Nc1ccc(Br)cc1F)c1ccccc1,-13,-2,-7,13,-3,-7,2,1,0
CCOc1ccccc1N(C(=O)c1ccco1)C(C(=O)NC1CCCC1)c1cccs1 (configuration not stated),22,3,-1,17,-3,-1,4,2,0
COc1ccccc1/C=C/C(=O)NCC(=O)N1CCC(N(C)C2CCCC2)CC1,3,3,-6,-4,-3,3,4,-3,-6
CCN1CCN(C(C(=O)NC2CCCC2)c2cc3c(cc2[N+](=O)[O-])OCO3)CC1 (configuration not stated),14,5,-10,17,0,5,-1,3,3
Cc1cc(C(=O)N2CCc3c([nH]c4ccccc34)C2c2cccc(Cl)c2)nn1C (configuration not stated),-1,12,-4,2,-1,4,4,-1,3
CCOc1ccc(C(=O)NNC2CC(=O)N(CCc3ccccc3)C2=O)cc1OC (configuration not stated),-5,2,0,-4,-4,3,5,1,-4
CCCOc1ccc(CNC(=S)Nc2ccccc2)cc1Cl,-5,-3,-9,0,1,3,3,-6,4
CCCCn1nnnc1NCc1cccnc1,-1,6,-3,4,-8,10,-3,4,8
Cc1c(Br)c([N+](=O)[O-])nn1CC(=O)N1CCc2ccccc2C1,14,12,-2,-1,-5,-5,0,7,7
FC(F)(F)c1cccc(-c2ccc(-c3csnn3)o2)c1,-62,0,-4,-3,0,4,2,-1,-1
Cc1ccc(C(=O)NNC(=O)c2ccc(NS(=O)(=O)c3cccs3)cc2)s1,5,13,-5,-8,0,-3,-2,2,-1
CCN(CC)c1nc(NN)nc(Nc2ccc(C)c(Cl)c2)n1,4,-3,-8,-4,-2,5,-1,-5,-7
C[C@@H]1NC(=O)/C(=C\c2ccccc2Br)NC1=O,-4,4,-7,5,3,-2,1,0,3
CCc1cc2c(=O)c(-c3ccc4c(c3)OCCO4)coc2cc1OC(=O)c1ccco1,30,3,-2,9,-1,9,4,-6,1
CC(=O)NCCC(=O)Nc1ccc(C(N)=O)cc1,-2,0,1,-6,4,9,-1,2,1
C=C(C)Cn1c(=O)c2c(nc3n2CCN3c2cccc(Cl)c2C)n(C)c1=O,39,3,-1,3,-3,8,-3,1,7
O=C1CN(C(=O)NCC(=O)N[C@H](Cc2ccccc2)C(=O)O)c2ccccc2N1,10,0,-2,-3,-3,12,0,-3,-1
CCOc1ccc(NS(=O)(=O)c2ccc3[nH]c(=O)oc3c2)cc1,-6,55*,0,31,4,5,3,0,-3
CC1(C(=O)N(CC(=O)NC2CCCC2)C2CCCC2)CC(=O)N=C2C=CC=CN21 (configuration not stated),5,3,5,-4,-2,-5,1,0,-2
CC(C)(C)C(=O)NC1CCN(S(=O)(=O)c2ccc(C(F)(F)F)cc2)CC1,-4,0,1,1,0,2,6,-2,1
COc1ccccc1Nc1nnc(SCC(=O)Nc2cc(C)on2)s1,10,3,3,23,-34,4,-4,-2,-6

# (more compounds)
SMILES,PREPL inh,pPAFAH FP inh,PME-1 inh,GSTO1 inh,PAD4 FP inh,PAFAH1B3 FP inh,PAFAH1B2 inh,LYPLA1 counter,LYPLA2 inh
O=C(C1CCCN(Cc2cccs2)C1)N1CCCCCC1 (configuration not stated),1,-5,-2,10,0,11,4,-2,-4
O=C(NCCN1CCCCC1)Nc1ccc(F)cc1F,4,2,0,1,1,9,1,-2,-3
CC(NS(=O)(=O)c1ccccc1)C(=O)NCCc1ccccn1 (configuration not stated),22,1,3,0,-4,7,-1,1,0
CC(CNS(=O)(=O)c1ccccc1)Sc1ncccn1 (configuration not stated),6,3,-5,3,-1,6,2,0,6
CCCc1[nH]nc2c1C(c1ccc(OC)c(CSC3=NCCS3)c1)C(C#N)=C(N)O2 (configuration not stated),6,6,4,-17,1,0,8,-1,-1
CCCCNC(=O)O[C@H]1C[C@@H]2CCN3C(=O)CCC[C@H]([C@H]1CC)[C@H]23,-4,-1,5,7,-2,3,4,2,4
CC(C)c1ccc(OCCCN2CCCC2)cc1,-2,3,-3,4,-2,12,5,-5,-2
Cc1nn(C)c(C(=O)N2CCN(C(=O)c3ccco3)CC2)c1[N+](=O)[O-],2,4,0,2,4,6,5,2,3
CN(C)CCCNC(=O)C(=O)NCC1OCCN1S(=O)(=O)c1cccs1 (configuration not stated),8,-5,0,-3,-6,4,9,-2,-8
CCCc1nc(C)c(-c2ccc(OC)c(OC)c2)c(=O)[nH]1,-6,6,1,-1,-3,-2,6,-4,4
O=C(Nc1ccccc1)Nc1sccc1-c1nc2ccccc2s1,21,-2,-14,-11,-22,·,·,-21,-23
CCCOC(=O)c1ccc(OCC(O)CN2CCN(C(=O)c3ccccc3)CC2)cc1 (configuration not stated),10,0,3,-6,-3,5,2,2,7
O=C(O)CC(CC(=O)Nc1ccc2ccccc2n1)c1ccccc1 (configuration not stated),16,-5,2,-8,-3,3,6,1,5
C/C(=N\NC(=O)COc1cccc(Br)c1)c1ccc2c(c1)OCCO2,15,1,-4,·,-1,7,8,2,5
CCCOc1c(OC)cccc1C1CC(=O)Nc2cc3c(cc21)OCO3 (configuration not stated),24,7,2,3,5,1,12,-1,-2
NS(=O)(=O)c1ccc(NC(=O)COC(=O)c2ccc(Cl)cc2[N+](=O)[O-])cc1,-11,-2,3,0,-2,2,-1,2,-3
COc1ccc(-c2cccc(C3CC=CC4C3C(=O)N(Cc3ccccc3)C4c3ccc(OC)c(Cl)c3)c2)cc1 (configuration not stated),-7,-1,-1,-8,-9,-4,1,-2,-7
COc1ccc(N2CCN(C(c3cccs3)C(C)NC(=O)C(=O)N3CCCCC3)CC2)cc1 (configuration not stated),11,4,-2,0,-1,2,4,0,4
CCCc1cc2c(cc1NC(=O)c1ccc(C)cc1)OCO2,-2,-8,-1,9,-8,-3,5,-6,-11
NS(=O)(=O)c1ccc(NC(=O)/C=C/c2ccccc2[N+](=O)[O-])cc1,11,4,1,5,2,-5,4,-1,-1
C=Cc1ccc(Cn2c(=O)n(C)c(=O)c3sccc32)cc1,-3,-1,5,14,-3,-1,-1,1,2
Cc1ccc([N+](=O)[O-])cc1NC(=O)CSc1n[nH]c(-c2cccnc2)n1,9,3,0,1,4,0,8,1,13
COc1ccc(-c2ccc(SCC(=O)c3ccccc3)nn2)cc1OC,-12,-6,-14,-2,-6,4,-1,-1,-1
CCN(CC(=O)Nc1cccc(OC)c1)CC(=O)Nc1ccccc1C,-47,5,2,6,-2,6,-2,0,0

# Not all compounds are listed, so the mix of outcomes need not match the whole.
